Assay outcomes as filed in PubChem BioAssay.
PTEN del growth: PTEN-deleted cell growth suppression; AID 827; actives 1.2% (n = 140,000); viability, % at 10 µM; HCT116 PTEN-null viability, CellTiter-Glo, 60 h; hits give low values;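 active means viability at or below a set limit, 4 SD under the median of all tested compounds, cut at about 3.7% in these data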;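 further: PTEN knockout HCT116 line with beta catenin targeted HCT116 as companion control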
Yeast lifespan up: yeast lifespan extension; S. cerevisiae growth with nicotinamide, OD615; deaD strain in restrictive glucose medium; inhibition of the nicotinamide effect, % at 10 µM; actives 0.68% (n = 130,000); AID 775;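 active means inhibition above a set limit, placed 3 SD over the median of all compounds, cut at about 26% in these data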;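 further: 0% = nicotinamide-treated wells and 100% = cells grown without nicotinamide; some compounds called inactive have numbers as strong as hits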
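Material: Modified budding yeast, DeaD strain | Medium: Restrictive glucose medium | Probe or stimulus: 1.5 mM nicotinamide | Dosing: Single dose 10 µM compound, 0.25% DMSO | Times: 48 h at 30 °C | Technique: OD615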
MRP1 act: MRP-1 activation | H69AR cells + doxorubicin, viability rescue, CellTiter-Glo | viability increase, % at 10 µM | actives 0.61% (n = 140,000);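 active means viability gain under doxorubicin at or above a set limit, the compound median plus 3 SD, cut at about 4.7% in these data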;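 further: MRP-1 overexpressing cells given doxorubicin 25 µM after compound pretreatment; 18-22 h compound pretreatment then 72 h with doxorubicin before readout; 0% = doxorubicin-only wells and 100% = vehicle-treated cells without doxorubicin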
Yeast growth inh: chemicals that inhibit yeast BB579 growth in restrictive medium (lifespan-shortening candidates) | S. cerevisiae BB579 growth, OD615, 48 h | inhibition, % at 10 µM | actives 0.51% (n = 140,000);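 active means inhibition above a set limit, 3 SD over the mean compound inhibition, cut at about 44% in these data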; further: inactives centre near -24
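Test system: DeaD yeast strain BB579 / Buffer or medium: restrictive glucose-based CSMM-D medium / Doses: single 10 µM dose / Schedule: 4 h cell preincubation, 48 h compound exposure, 30 °C humidified / Technique: culture absorbance at 615 nm / Controls: amphotericin B positive control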
GALR2 blocker: blocks the human galanin receptor 2; inhibition, % at 4 µM; GALR2-expressing cells, antagonist mode; actives 0.39% (n = 140,000); O43603; in the data active means inhibition above about 27%;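 further: cells stimulated with galanin 1-16 at roughly its EC80; 0% = agonist challenge control and 100% = basal control without agonist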
Target sequence (O43603 whole entry, looked up): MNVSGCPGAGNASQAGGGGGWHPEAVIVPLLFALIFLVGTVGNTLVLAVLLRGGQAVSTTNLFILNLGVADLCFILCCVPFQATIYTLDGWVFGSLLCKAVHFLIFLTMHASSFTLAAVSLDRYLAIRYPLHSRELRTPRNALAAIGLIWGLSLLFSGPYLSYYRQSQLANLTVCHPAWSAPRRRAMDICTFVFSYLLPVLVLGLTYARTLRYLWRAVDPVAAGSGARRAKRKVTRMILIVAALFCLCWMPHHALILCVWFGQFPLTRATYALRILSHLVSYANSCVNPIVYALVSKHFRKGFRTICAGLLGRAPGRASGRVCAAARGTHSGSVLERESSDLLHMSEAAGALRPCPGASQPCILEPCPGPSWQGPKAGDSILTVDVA
Measles CPE: protection of cells from measles virus; Measles virus-infected cells, CPE protection, absorbance; actives 1.5% (n = 140,000); protection (pct of control), % at 4 µM; in the data active means protection mostly above about 24%, no sharp cut-off; inactive means mostly below about 26%; further: some compounds called inactive have numbers as strong as hits
NPY-Y2 antag: NPY-Y2 (human) receptor antagonism; NPY-Y2 expressing cells, antagonist mode; actives 0.99% (n = 140,000); P49146; inhibition, % at 2.7 µM; in the data active means inhibition above about 17%;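 further: 0% = vehicle with agonist challenge and 100% = reference antagonist with challenge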
Target sequence (P49146 whole entry, looked up): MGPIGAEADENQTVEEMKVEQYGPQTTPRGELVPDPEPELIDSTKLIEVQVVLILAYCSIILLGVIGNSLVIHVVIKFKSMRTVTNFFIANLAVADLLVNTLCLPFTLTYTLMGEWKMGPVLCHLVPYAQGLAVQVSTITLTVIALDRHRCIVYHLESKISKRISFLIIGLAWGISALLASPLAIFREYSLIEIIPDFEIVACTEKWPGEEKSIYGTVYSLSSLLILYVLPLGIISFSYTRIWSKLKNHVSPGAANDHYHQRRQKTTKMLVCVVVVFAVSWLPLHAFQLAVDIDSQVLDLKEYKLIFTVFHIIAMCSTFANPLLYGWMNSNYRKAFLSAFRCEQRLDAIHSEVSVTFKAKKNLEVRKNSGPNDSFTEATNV
Phagocyt inh: macrophage phagocytosis inhibition. J774A.1 macrophage IgG-bead phagocytosis, imaging. inhibition, % at 5 µM. actives 0.07% (n = 110,000). AID 1029;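 active means inhibition above the mean of the plate negative controls plus 5 SD, cut at about 13% in these data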;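 further: phagocytic index as fraction of beads internalized from green versus red external bead signal; plate controls were DMSO negative control for no effect and cytochalasin-D positive control for full effect; some results beyond the cut were filed as inactive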
E-sel TNF inh: TNF alpha driven E-selectin expression inhibition | HUVEC TNFa-induced E-selectin immunofluorescence, high content | inhibition, % at 2 µM | actives 0.71% (n = 120,000) | AID 1246;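 active means inhibition above the batch mean plus 3 SD, and confirmed as a hit on visual image review, cut at about 43% in these data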;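 further: 0% = TNF-stimulated DMSO wells and 100% = unstimulated control wells; not every result past the cut was called active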
bCat KO growth: beta-catenin-lacking colon tumor cell growth suppression; HCT116 beta-catenin knockout viability, CellTiter-Glo, 60 h; hits give low values; viability, % at 10 µM; AID 818; actives 1.5% (n = 140,000);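 active means viability at or under a set limit, the compound median less 4 SD, cut at about 6% in these data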;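 further: 0% = Hyamine 1622 control at 20 µM and 100% = untreated cell control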
Numbers without * were called inactive; / = not tested or not shown.

SMILES	PTEN del growth	Yeast lifespan up	MRP1 act	Yeast growth inh	GALR2 blocker	Measles CPE	NPY-Y2 antag	Phagocyt inh	E-sel TNF inh	bCat KO growth
O=C(c1ccco1)N1CCN(C(=O)c2snc3ccc(Cl)cc23)CC1	97	42	-2.7	-24	-3	8	-1	-1	12	98
CCC(C)NCCCOc1cc(Cl)ccc1Cl (stereo unspecified)	85	-3	-1.0	-5	-2	8	5	0	5	77
CCN1C(=O)c2ccccc2S(=O)(=O)c2ccc(C(=O)NCc3cccnc3)cc21	98	-13	-0.3	-23	12	7	1	1	/	101
CN(C)CCCNc1ccc(S(N)(=O)=O)cc1[N+](=O)[O-]	92	3	0.1	-26	1	2	4	-2	/	84
CCc1cccc(NC(=O)CN(c2ccc(OC)cc2)S(=O)(=O)c2c(C)n[nH]c2C)c1	74	-4	-2.0	6	-3	2	-4	1	16	87
CC1CC2(NC(=O)NC2=O)C(C)CN1C (stereo unspecified)	87	/	-2.5	-22	-14	34	0	/	-1	97
CC(C)OC(=O)c1ccc(N2C(=O)C3CC=CCC3C2=O)cc1 (stereo unspecified)	101	-5	-1.6	-10	7	4	4	0	-14	96
Cc1c(NC(=O)CSc2nc3ccccc3n2C)c(=O)n(-c2ccccc2)n1C	92	-7	-3.5	-16	12	28	3	-1	6	83
C/C(=N\NC(=O)c1ccncc1)C12CC3CC(CC(C3)C1)C2	90	1	0.9	2	6	10	-1	15	/	94
CC1=CC(C)(C)N2C(=O)C3(C(C#N)=C(N)OC4=C3C(=O)CC(C)(C)C4)c3c(C)c(C)cc1c32 (stereo unspecified)	70	-8	-1.5	-38	-12	7	3	0	9	59
CC(=O)Nc1cccc(NC(=O)Cc2nc(-c3ccccc3)sc2-c2ccc(C)cc2)c1	1.4*	8	-4.5	-18	0	16	-5	-4	/	10
Clc1ccc(CCNc2ncnc3nc[nH]c23)cc1	77	-11	0.9	-8	14	7	0	0	/	64

Arranged by formula weight (descending): some entries from above.
SMILES	PTEN del growth	Yeast lifespan up	MRP1 act	Yeast growth inh	GALR2 blocker	Measles CPE	NPY-Y2 antag	Phagocyt inh	E-sel TNF inh	bCat KO growth
CCc1cccc(NC(=O)CN(c2ccc(OC)cc2)S(=O)(=O)c2c(C)n[nH]c2C)c1	74	-4	-2.0	6	-3	2	-4	1	16	87
O=C(c1ccco1)N1CCN(C(=O)c2snc3ccc(Cl)cc23)CC1	97	42	-2.7	-24	-3	8	-1	-1	12	98
CC(C)OC(=O)c1ccc(N2C(=O)C3CC=CCC3C2=O)cc1 (stereo unspecified)	101	-5	-1.6	-10	7	4	4	0	-14	96

(more compounds)
SMILES	PTEN del growth	Yeast lifespan up	MRP1 act	Yeast growth inh	GALR2 blocker	Measles CPE	NPY-Y2 antag	Phagocyt inh	E-sel TNF inh	bCat KO growth
N#CCCN(C(=O)COc1ccc(Cl)cc1Cl)c1ccccc1	97	7	-0.4	-9	-6	6	1	1	-15	91
CCN1CCN(Cc2c(O)c(Cl)cc3c(C)cc(=O)oc23)CC1	94	-19	-1.0	-46	-6	11	-3	-1	58	94
COc1ccc(Nc2ncnc3c2cnn3-c2ccccc2)cc1OC	102	-7	2.6	-10	5	9	10	0	/	91
Cc1cc2ncn(C3CC(=O)N(Cc4ccccc4)C3=O)c2cc1C (stereo unspecified)	101	-1	-0.5	-78	11	5	1	-6	-4	101
O=C(Nc1ccc(N2CCOCC2)c(Cl)c1)c1cccc(F)c1	60	-23	0.0	-1	-2	14	0	-4	11	56
COC(=O)C1CCN(Cc2cc(=O)oc3cc(OC)ccc23)CC1	98	-8	-1.3	-22	-8	10	2	-2	-3	80
Cc1ccc(-c2noc(-c3cccs3)n2)cc1	86	-13	-0.8	-17	-8	8	1	1	-15	93
Cc1cnc(NC(=O)CSc2nnc(Cc3ccccc3)n2C)s1	114	-4	-0.7	-51	10	15	4	0	23	104
CCOC(=O)C1(C(F)(F)F)N=C(N(C)C)OC(N(C)C)=N1	105	-3	-1.8	-32	-22	16	1	-1	/	90
CCc1ccccc1NC(=O)CN(C)C(=O)CSc1nnc(Nc2cccc(C)c2C)s1	86	-1	0.4	-55	2	10	4	0	-18	88
COc1cc(C(=O)OCC(=O)NC2CCCC2)cc(NC(=O)c2ccco2)c1OC	102	-14	-0.5	-38	0	9	3	0	7	108
CCN(C(=O)c1ccc2c(Cl)c3c(nc2c1)CCC3)c1ccc(C)c(C)c1	58	17	-3.4	-40	4	4	5	/	-7	63
O=C(CC1SC2=NCCN2C1=O)Nc1ccc(Cl)cc1 (stereo unspecified)	94	-13	-0.7	-42	-1	12	-1	-1	2	88
CCOC(=O)c1[nH]c2cc3c(cc2c1CCCN1C(=O)c2ccccc2C1=O)OCCO3	93	-2	-1.2	-62	1	1	1	0	/	95
CCCSc1nc2c(cnn2-c2ccc(C)cc2)c(=O)[nH]1	53	-10	-6.4	-32	2	14	3	0	/	70
Cc1cccc(NS(=O)(=O)Cc2ccccc2)n1	103	/	0.9	-45	-1	2	1	/	-4	94
CCN1CCN(CCn2c(=S)[nH]c3ccccc3c2=O)CC1	102	-10	0.5	9	-5	8	-2	-1	5	103
O=C(CN1N=C(c2ccccc2)CCC1=O)NCCCN1CCc2ccccc2C1	100	-3	-3.5	-1	1	6	3	-4	/	88
CCOc1ccc(Cc2nc(C)c(CC(=O)N3CCCCC3)c(=O)[nH]2)cc1	88	0	-1.0	20	12	8	-1	-1	-14	92
Cc1ccc(C)c(NC(=O)Cc2nc(CCl)cs2)c1	86	-5	-3.7	-17	-3	8	4	-12	-7	89
CN1C(=O)C(O)(C2COC(C)(C)CC2=O)c2ccccc21 (stereo unspecified)	91	-6	-2.1	-11	3	6	1	0	/	99
CCCCn1c(SCC(=O)Nc2ccc3c(c2)OCO3)nc2c1c(=O)n(C)c(=O)n2C	82	-1	-3.4	-30	-9	11	1	2	/	83
CC(C)OCCCn1c(SCC(=O)N2CCc3ccccc32)nc2ccccc2c1=O	90	-1	-1.5	-33	1	12	13	1	/	83
Cc1[nH]nc2c1C1(CCN(C(=O)c3ccccc3)CC1)C(C#N)=C(N)O2	110	-6	1.4	-54	8	15	1	/	-10	106
Cc1ccc(C(c2nnnn2C2CCCC2)N2CCc3ccccc32)cc1 (stereo unspecified)	63	-7	-0.8	-45	4	15	6	-8	/	65
CCOC(=O)/C(C(N)=NCCCO)=C(/O)c1ccccc1	87	-10	-1.8	-10	1	2	-3	/	14	98
COCCNC(=O)CSc1nc(-c2ccccc2)cs1	99	-9	-0.9	-3	-1	1	2	-2	3	98
CCOC(=O)c1cc(C)sc1NC(=O)c1ccc(Cl)s1	102	2	2.4	-29	11	5	4	/	15	98
Cn1c(NCc2ccco2)nc2c1c(=O)n(Cc1ccc(Br)cc1)c(=O)n2C	70	-1	3.7	-43	-13	11	0	0	4	70
CCCCc1nc2ccccc2c(=O)n1NC(=O)c1c(O)c2c(n(CC(C)C)c1=O)CCCC2	44	10	-2.6	-34	-4	12	0	0	-33	42
C=CCn1c(NS(=O)(=O)c2ccccc2)c(S(=O)(=O)c2ccc(C)cc2)c2nc3ccccc3nc21	99	14	1.7	-19	-7	37	0	-12	/	91
Cc1cc(C)n(-c2nnc3n2N=C(c2c[nH]c4ccccc24)CS3)n1	18	-6	-1.2	-3	6	11	-2	/	-1	17
Cc1ccccc1-c1nnc(NC(=O)c2cc3ccccc3oc2=O)s1	96	1	-1.9	-33	12	10	1	/	15	97
CCCCn1cc(SCC(=O)O)c2ccccc21	113	2	-1.2	-41	0	8	5	-2	-25	94
COc1nc(Nc2ccc([N+](=O)[O-])cc2)nc(NC(C)C)n1	110	-2	-0.9	-19	8	4	0	-8	-10	98
CC(=O)c1c(C)[nH]c(C(=O)OCC(=O)N2CC(=O)Nc3ccccc32)c1C	91	5	-3.2	4	10	12	0	-3	6	95
Cc1ccc2nc(SCC(=O)c3cc(C)n(C)c3C)[nH]c2c1	114	-10	0.2	-50	0	26	-1	0	-4	108
CCOC(=O)C1=C(C)Nc2nc(=S)[nH]n2C1c1ccc(Cl)cc1 (stereo unspecified)	78	62*	-3.9	-50	-4	6	1	-3	-9	101
CSc1cccc(NC(=O)/C=C/c2ccc(Cl)cc2)c1	43	-6	-0.7	1	10	3	5	/	11	41
Cc1oc2cc(OCC(=O)O)ccc2c(=O)c1Oc1ccccc1	102	2	-1.4	0	4	13	0	-1	22	98
CCN(CC)CCSc1nc(O)c(C(C)C)c(=O)[nH]1	101	-2	1.0	0	-13	30	1	-2	3	112
O=C(Cn1cc2c(n1)CCCCC2)NCCCN1CCOCC1	103	-5	-0.1	-44	24	1	3	-1	-15	113
Cc1cc2c(=O)n(NC(N)=O)c(C)nc2s1	99	-12	-1.1	-38	5	15	1	0	/	97
O=C(C(c1ccccc1)c1ccccc1)N1CCN(Cc2ccncc2)CC1	93	-1	-3.0	-45	3	5	2	0	-9	88
Cc1nnc(SCC(=O)N2CCN(S(=O)(=O)c3ccccc3)CC2)n1Cc1ccccc1	91	3	-1.4	-25	7	2	1	-4	17	92
CCN(CC)S(=O)(=O)c1ccc(C(=O)OCCN2C(=O)c3cccc4c(N5CCOCC5)ccc(c34)C2=O)cc1	65	8	-1.9	-66	5	5	2	-10	-10	67
COc1ccc(NC(=O)C23CCC(C)(C(=O)O2)C3(C)C)cc1 (stereo unspecified)	93	-2	-1.1	0	6	3	-1	1	-16	94
Cc1ccccc1C(=O)Nc1ccc2c(C#N)c3nc4ccccc4nc3n2c1	8	-3	-4.6	-9	6	3	4	7	/	38
O=C(Nc1cnn(C23CC4CC(CC(C4)C2)C3)c1)c1cnn2c(C(F)(F)F)cc(-c3ccco3)nc12	12	-1	-4.3	-24	-1	5	-1	-2	7	9
CCCCOC(=O)CSC1=C(C#N)C(c2ccccc2OC)C(C#N)C(=O)N1 (stereo unspecified)	95	-1	0.0	-13	-8	4	4	/	/	92
Cn1c(SCC(=O)N2CCN(c3ccccc3)CC2)nnc1-c1ccccc1	95	-5	-1.9	-15	8	13	0	4	11	91
CS(=O)(=O)N(CC(=O)N1CCN(c2ccc(F)cc2)CC1)c1ccc(F)c(Cl)c1	88	-12	-0.5	-1	-13	6	4	/	-12	88
CCCS(=O)(=O)NCCc1cc2ccc(OC)cc2[nH]c1=O	103	-4	-1.7	-5	10	6	2	0	12	106
COc1cccc(/C=N/NC(=O)c2ccc(CN3c4cccc5cccc(c45)S3(=O)=O)cc2)c1	84	-1	2.4	-22	0	9	3	-4	-18	90
Nc1nnc(SCC(=O)NN2C(=O)NC3(CCCCC3)C2=O)s1	97	3	-2.8	-4	13	5	0	-9	-21	106
COc1cccc(C2SCC(=O)N2c2ccc(Br)cc2)c1OC (stereo unspecified)	91	1	-0.9	-11	5	34	8	-15	/	82
O=C(Cc1coc(-c2ccc(F)cc2)n1)N1CCOCC1	90	-20	0.1	-14	-1	33	0	-1	/	100
Cc1csc(NC(=O)CSc2nc(C)cs2)n1	104	-2	-1.8	-44	4	-1	0	2	0	95
O=C(NNC(=O)c1ccccc1Br)c1ccc(Cl)c(Cl)c1	107	-8	0.0	-35	7	4	1	/	-8	101
